# High-throughput results from PubChem BioAssay.
# PLCb3 inh = inhibitors of human phospholipase C beta3; Purified PLC-beta3, fluorogenic substrate, fluorescence; inhibition, % at 12.2 µM; 370,000 compounds, 0.18% hits; in the data active = inhibition above about 11%;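 also: 0% = median of compound wells on plate and 100% = full blocker control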
# PLC-gamma1 inh = PLC-gamma1 (human) inhibition, primary screen; purified PLC-gamma1, fluorogenic substrate, fluorescence; inhibition, % at 12.2 µM; 370,000 compounds, 0.84% hits; in the data active = inhibition above about 9.5%
# ASAP1 GAP inh = blocks human ASAP1-stimulated Arf1 GTP hydrolysis. Q9ULH1. GDP FP detection. inhibition, % at 16.5 µM. 360,000 compounds, 0.19% hits. AID 624377; in the data active = inhibition above about 25%;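 also: 0% = vehicle with enzyme and substrate and 100% = no enzyme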
# Tn7 DDE FP = DD(E)-Tn7 binding inhibition, primary FP screen; FP displacement of FITC-Tn7 peptide from fibrin DD(E); 0% = median of compound wells per plate; inhibition, % at 8.3 µM; 370,000 compounds, 0.13% hits; AID 720508;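 active = inhibition above the mean of compounds falling within the control limits plus 3 SD of them, cut at about 14% in these data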;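 also: 0% = plate median of compound wells and 100% = 10 µM Aha-Tn7 peptide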
#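 Assay system: human fibrin DD(E) protein / Input: 2 µM fibrin DD(E) / Benchmarks: high control of 10 µM Aha-Tn7 peptide / Measured by: fluorescence polarization of the labelled Tn7 tracer / Medium: Tris buffer with calcium and detergent, pH 7.8 / Timing: 10 min compound pre-incubation, 3 h probe incubation at room temperature / Repeats: one replicate per compound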
# ARFGAP1 inh = inhibitors of rat ARFGAP1. Q62848. Arfgap1-stimulated ARF1 GTP hydrolysis, GDP FP detection. inhibition, % at 16.5 µM. 360,000 compounds, 0.26% hits. AID 651572;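 active = inhibition above a per-plate limit, mean inhibition of low control wells plus 3 SD, cut at about 25% in these data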;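 also: 0% = DMSO wells with enzyme and 100% = wells lacking Arfgap1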
#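 Material: rat Arfgap1 catalytic domain, aa 1-136; also added: human ARF1(Δ1-17)-GTP substrate; compound dosing: one concentration, 16.5 µM, DMSO 1.26%; incubation: GTP hydrolysis reaction 2 h at 25 °C; measured by: Tracer-displacement fluorescence polarization with EDTA stop, 620/688 nm; evaluation: % inhibition from polarization; repeats: one replicate per compound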
# ADAM17 inh = ADAM17 inhibition, QFRET primary screen; P78536; recombinant ADAM17, EDANS/DABCYL FRET peptide cleavage; inhibition, % at 6.95 µM; 370,000 compounds, 0.83% hits; AID 720648;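 active = inhibition above the mean of compounds lying between control limits plus 3 SD, set per campaign, cut at about 8.5% in these data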;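 also: 0% = DMSO-only wells as the low control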
# Target sequence (P78536 215-824 limits assumed): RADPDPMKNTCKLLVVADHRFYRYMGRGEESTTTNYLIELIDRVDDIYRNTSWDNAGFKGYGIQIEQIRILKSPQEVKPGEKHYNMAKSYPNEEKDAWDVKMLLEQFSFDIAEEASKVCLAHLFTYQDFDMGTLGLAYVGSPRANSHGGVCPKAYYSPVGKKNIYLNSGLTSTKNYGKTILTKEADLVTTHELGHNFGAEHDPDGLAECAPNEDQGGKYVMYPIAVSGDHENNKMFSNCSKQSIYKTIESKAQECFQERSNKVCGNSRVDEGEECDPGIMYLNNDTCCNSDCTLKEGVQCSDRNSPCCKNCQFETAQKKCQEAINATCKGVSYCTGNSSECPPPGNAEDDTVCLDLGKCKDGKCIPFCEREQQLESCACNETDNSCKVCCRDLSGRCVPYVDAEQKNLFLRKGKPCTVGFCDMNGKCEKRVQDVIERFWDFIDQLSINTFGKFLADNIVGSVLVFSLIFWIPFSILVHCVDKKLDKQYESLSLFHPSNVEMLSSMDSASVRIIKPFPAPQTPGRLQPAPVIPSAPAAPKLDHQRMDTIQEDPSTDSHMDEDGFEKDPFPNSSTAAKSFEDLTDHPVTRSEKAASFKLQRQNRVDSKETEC
# TDP2 absorb = blocks human TDP2 phosphodiesterase activity; recombinant TDP2, T5PNP hydrolysis, p-nitrophenol absorbance 415 nm; inhibition, % at 12.8 µM; 370,000 compounds, 0.34% hits; AID 720702;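 active = inhibition above the mean of all tested compounds plus 3 SD, set per campaign, cut at about 25% in these data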;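 also: 0% = DMSO with enzyme and 100% = buffer with substrate but no TDP2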
# Target sequence (O95551 whole entry, looked up): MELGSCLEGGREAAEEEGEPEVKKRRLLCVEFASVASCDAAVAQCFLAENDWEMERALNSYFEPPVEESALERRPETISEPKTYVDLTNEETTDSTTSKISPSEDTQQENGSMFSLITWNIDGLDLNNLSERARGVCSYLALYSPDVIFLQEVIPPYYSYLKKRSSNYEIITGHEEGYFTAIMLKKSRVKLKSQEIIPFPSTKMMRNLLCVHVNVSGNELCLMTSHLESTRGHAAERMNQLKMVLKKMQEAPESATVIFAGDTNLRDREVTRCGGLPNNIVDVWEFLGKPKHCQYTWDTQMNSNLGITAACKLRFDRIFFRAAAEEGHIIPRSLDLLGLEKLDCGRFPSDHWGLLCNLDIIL
#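 System – recombinant human TDP2 · Amount – 120 nM TDP2 per well · Buffer or medium – Mg2+-containing Tris-HCl buffer, pH 7.5 · Reagent – T5PNP substrate, 5 mM · Dosing – 12.8 µM single point, 1% DMSO · Incubation – 2 h at 37 °C · Measured by – epi absorbance · Read-out basis – percent inhibition · Benchmarks – high control without enzyme, low control DMSO plus TDP2 · Repeats – singlicate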
# Tn6 DDE FP = inhibitors of Tn6 peptide binding to human fibrin DD(E); AID 720509; inhibition, % at 8.3 µM; Fibrin DD(E) TRITC-Tn6 fluorescence polarization displacement; 370,000 compounds, 0.21% hits;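 active = inhibition above a per-campaign cutoff: mean of compounds within control limits plus 3 SD, cut at about 15% in these data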;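 also: 0% = median of all compound wells on the plate and 100% = blocking peptide control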
# ADAM10 inh = inhibitors of human ADAM10 | 370,000 compounds, 0.62% hits | recombinant ADAM10, EDANS/DABCYL FRET peptide cleavage, 3 h | AID 720582 | inhibition, % at 7 µM;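 active = inhibition above a per-campaign cutoff equal to the mean of compounds falling between control-based bounds plus 3 SD, cut at about 20% in these data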;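 also: 0% = DMSO wells while the 100% control is not disclosed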
# SIAE primary = inhibitors of human sialic acid acetylesterase SIAE; Q9HAT2; 370,000 compounds, 0.69% hits; inhibition, % at 9.66 µM; SIAE FP-Rh probe binding, fluorescence polarization;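 active = inhibition above a cutoff: mean of compounds within the control limits plus 3 SD of those, cut at about 17% in these data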;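 also: 0% = plate median of compound wells and 100% = probe without SIAE protein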
# The depositor's hits bear a star.
SMILES,PLCb3 inh,PLC-gamma1 inh,ASAP1 GAP inh,Tn7 DDE FP,ARFGAP1 inh,ADAM17 inh,TDP2 absorb,Tn6 DDE FP,ADAM10 inh,SIAE primary
COC(=O)CSc1nnnn1-c1cccc2ccccc12,-1,-2,-8,2,-7,-4,23,-5,-7,3
Cc1ccc(CNS(=O)(=O)NCc2ccccc2F)cc1,1,2,-3,1,9,1,2,9,3,1
CC12CC3(C)CC(C)(C1)CC(C(=O)NCC(=O)O)(C2)C3,1,-3,-5,2,4,0,12,-1,2,1
CC1CCCN(C(=S)Nc2ccc(S(=O)(=O)N3CCCCC3)cc2)C1 (stereo not given),3,6,-2,5,1,1,1,3,11,0
CCc1ccccc1Nc1nc(N)nc(COC(=O)c2cccn2C)n1,2,-3,4,-2,-1,-1,-3,-6,-4,6
CCCN1CCC(NC(=O)CCc2nnc(Cc3cc(OC)ccc3OC)o2)CC1,-3,8,2,1,5,-3,-6,0,-4,-2
CCCCCCCCN1C(=O)[C@H](CC(=O)NCCCC)C[C@@]2(C(=O)OCC)CCCC=C12,3,6,-8,1,-4,0,-5,-6,-11,3
CNC(=O)COC(=O)/C=C/c1cn(-c2ccccc2)nc1-c1ccc2c(c1)OCCO2,-6,-1,19,3,4,-3,-4,-2,3,-4
CN(C)c1nc(NC(C)(C)C)nc(SCC(=O)Nc2ccccc2)n1,-1,-1,-2,-1,-12,-2,0,-3,-2,-4
O=C(COC(=O)CC1c2ccccc2CCN1S(=O)(=O)c1ccc(F)cc1)Nc1ccccc1 (stereo not given),1,5,9,-1,5,6,1,0,11,-3
CCC(=O)Nc1cccc2ccccc12,-3,11*,0,-1,4,-6,-15,-14,-4,-5
O=C(C[n+]1ccc(C(=O)N/N=C/c2ccc(Br)cc2)cc1)c1ccccc1,-19,-19,-2,4,10,-8,2,-2,-19,7
COc1cc(C(=O)N2Cc3cc4ccccc4nc3C2C)cc(OC)c1OC (stereo not given),0,1,6,-5,7,3,-1,0,0,1
O=C(NCc1ccccc1F)C1CCCN1C(=O)Nc1ccccc1 (stereo not given),-2,-3,4,-3,0,1,8,-8,-5,5
COc1ccc(CCn2c(=O)[nH]c3cc(C(=O)N4CCN(c5ccccc5)CC4)ccc3c2=O)cc1OC,2,4,5,-1,6,2,-6,-2,7,-2
COc1ccccc1CC(=O)NNC(=O)c1ccco1,-12,0,-12,-2,13,-3,7,-10,-3,-3
NC(=O)[C@@H]1CCCCNc2c(F)cc([N+](=O)[O-])cc2C(=O)N[C@@H](CC(=O)O)C(=O)NCC(=O)N1,4,-1,1,-1,0,0,9,-7,0,0
COc1ccc(CNC(=O)c2ccccc2NS(C)(=O)=O)cc1,-14,-12,-11,-2,6,-27,5,5,-56,-4
C/C(=N/NC(=O)c1cccs1)c1cccc(NC(=O)C2CC2)c1,-5,1,0,-2,3,-4,3,1,-3,-3
CCc1nnc(NC(=O)C2CCN(S(=O)(=O)c3ccc(C)cc3)CC2)s1,8,0,4,-2,3,0,-8,-8,-2,6
O=C(NC1CC1)c1cccc(Br)c1,3,2,2,-2,9,0,7,-2,3,5
CC(C)(O)C#Cc1ccc(C(=O)N2CCC(C(N)=O)(N3CCCCC3)CC2)o1,-6,1,-8,-3,10,-3,11,0,2,3
OCCC1CN(Cc2ccc3nsnc3c2)CCN1CCc1ccccc1 (stereo not given),1,6,3,-9,-2,3,-10,-5,0,6
Cc1ccc2[nH]c3c(NCc4ccco4)ncnc3c2c1,-87,-61,3,-6,0,-127,5,-1,-405,-5
Cc1ccc(S(=O)(=O)N2CCCC(C(=O)NCc3cccnc3)C2)cc1Cl (stereo not given),-1,-1,-12,3,22,-3,1,-1,10,0

# In the list so far, these contain bromine:
SMILES,PLCb3 inh,PLC-gamma1 inh,ASAP1 GAP inh,Tn7 DDE FP,ARFGAP1 inh,ADAM17 inh,TDP2 absorb,Tn6 DDE FP,ADAM10 inh,SIAE primary
O=C(C[n+]1ccc(C(=O)N/N=C/c2ccc(Br)cc2)cc1)c1ccccc1,-19,-19,-2,4,10,-8,2,-2,-19,7
O=C(NC1CC1)c1cccc(Br)c1,3,2,2,-2,9,0,7,-2,3,5

# Next part
SMILES,PLCb3 inh,PLC-gamma1 inh,ASAP1 GAP inh,Tn7 DDE FP,ARFGAP1 inh,ADAM17 inh,TDP2 absorb,Tn6 DDE FP,ADAM10 inh,SIAE primary
COC(=O)c1ccccc1NC(=O)Cn1cc(Br)cn1,0,-1,-16,3,9,-4,4,5,-8,-1
O=C(NCc1ccco1)C(=O)NCC1OCCCN1S(=O)(=O)c1ccc(Cl)cc1 (stereo not given),0,0,-8,0,0,-2,4,1,-1,-2
Cc1ccc2c(c1)C(O)(CC(=O)c1cccc(-n3cccc3)c1)C(=O)N2 (stereo not given),-2,-3,5,1,4,-5,-10,3,0,1
CC12CCC(=O)N1C(C(=O)Nc1nc(-c3cc(F)ccc3F)cs1)CS2 (stereo not given),-6,-2,-5,-4,-4,-1,0,1,-1,1
CC1CCCCC1NC(=O)CSc1ccsc1[N+](=O)[O-] (stereo not given),3,2,2,-4,-9,1,3,-4,5,3
CCOC(=O)C(=CNc1ccc(N2CCOCC2)cc1)C(=O)OCC,-66,-42,-1,7,-5,0,10,-1,-1,8
CC1Cc2ccccc2N1C(=O)COc1cccc(-n2cnnn2)c1 (stereo not given),1,1,-12,2,5,-3,-9,-1,-8,-7
CC(=O)Nc1ccc(NC(=O)C2C3C=CC(C3)C2C(=O)O)cc1 (stereo not given),0,-2,9,8,9,-5,-13,-4,-8,-4
CCc1ccc(OCC(=O)c2c(O)c3ccccc3oc2=O)cc1,-9,-3,6,-4,14,-2,16,-10,-11,-3
O=C(NCCc1ccccc1)c1cccc(N2C(=O)C3CC=CCC3C2=O)c1 (stereo not given),-7,-4,-10,-5,10,-4,-2,10,9,5
CCCCCCc1ccc(OCC(=O)OC)cc1OCC(=O)OC,-4,4,-11,3,3,0,-14,-7,8,-10
Cc1c(C(=O)N(C)c2ccccc2Cl)cnn1-c1ccccc1,-5,-1,5,2,5,-3,-3,-12,-3,-1
CC(C)C[C@@]12C(=O)N(c3cccc(F)c3)C(=O)N1[C@H](c1ccc(F)cc1)[C@@H]1C(=O)N(C3CCCCC3)C(=O)[C@@H]12,2,1,-6,6,3,0,10,-5,6,-7
O=c1[nH]c(=O)c2[nH]c(=S)n(-c3ccccc3)c2[nH]1,-1,2,-13,-5,-2,-4,0,-3,-22,2
COC(=O)[C@]12C[C@H](CC(=O)NCC3CCCCC3)C(=O)N(Cc3ccc4c(c3)OCO4)C1=C[C@H](COCc1ccccc1)O[C@@H]2C,0,1,4,-4,-7,6,-11,5,11,-4
COc1cc(/C=C(/C#N)C(=O)NCCc2c[nH]c3ccccc23)ccc1OCc1ccccc1F,-3,-3,-7,-4,8,0,3,3,4,0
C[N+]1(C)CC2=Cc3ccccc3CC2C1 (stereo not given),3,2,-6,0,1,-1,-5,-1,3,2
Cc1ccc(OCC(=O)Nc2ccc(-n3cnnn3)cc2)c(C)c1,-9,3,4,8,9,-7,8,3,1,-2
CCC(=O)c1ccc(OCC(=O)NCCC2=CCCCC2)c(OC)c1,-7,0,-2,-8,9,3,-4,5,-11,3
COc1ccc(-n2nc(C(=O)NCC(=O)Nc3cccc(Cl)c3)c3ccccc3c2=O)cc1,-17,-5,17,6,1,-5,6,-6,-4,-7
CCOC(=O)Cc1nnc(NC(=O)C(CC)Sc2nc(C)cc(=O)[nH]2)s1 (stereo not given),-3,-1,-8,2,2,-1,5,10,-3,1
CC(=O)c1c(C)cc(C)c(CSc2nc(C)cc(=O)[nH]2)c1C,-1,0,8,-2,3,1,-2,2,5,0
O=C(CN1C(=O)c2cccc3cccc(c23)C1=O)N1CCCCCC1,-16,-12,-3,0,-2,-96,-5,-6,-289,3
NC(=O)[C@@H]1CCCN1C(=O)[C@H]1O[C@@H](n2ccc(N)nc2=O)[C@H](O)[C@@H]1O,2,-8,-2,-2,-2,-5,1,9,-10,-1
COc1cc(C2NC(=O)CCC2[N+](=O)[O-])cc(OC)c1OC (stereo not given),-8,-4,-3,-1,2,-2,-4,-4,4,-3

# The list goes on.
SMILES,PLCb3 inh,PLC-gamma1 inh,ASAP1 GAP inh,Tn7 DDE FP,ARFGAP1 inh,ADAM17 inh,TDP2 absorb,Tn6 DDE FP,ADAM10 inh,SIAE primary
Cc1ccc2cc(CN(Cc3ccco3)C(=O)NCc3ccccc3)c(=O)[nH]c2c1C,-10,-8,9,-4,0,-15,-7,4,-43,-1
Cc1ccc(S(=O)(=O)N(CC(=O)N2CCC(C)CC2)Cc2ccccc2F)cc1,1,-3,-7,13,7,-1,-11,3,4,1
CCc1nnc(NC(=O)CCC(=O)NC2CCCCCCC2)s1,-8,7,3,3,8,-2,-6,-9,6,-2
CC(C)CNc1nc(N)c([N+](=O)[O-])c(NC2CCCCC2)n1,-4,2,-4,1,10,-3,3,1,4,1
CN(C)CC(O)COC(c1ccc(Cl)cc1)c1ccc(Cl)cc1 (stereo not given),6,5,-10,-3,16,1,-6,-15,4,1
CN(CC(=O)N1CCc2ccccc21)S(=O)(=O)c1ccc(Br)s1,6,6,2,-1,-7,5,-18,2,9,1
CCn1c(C(=O)N2CCC(C(=O)NCc3ccc(OC)cc3)CC2)cc2sccc21,-9,0,-12,4,11,-4,8,-2,0,5
CC(C)(C)C(=O)OC/C(N)=N/OC(=O)c1ccc(Cl)cc1,1,1,0,5,9,-5,3,0,2,7
COC(=O)c1sccc1NC(=S)N1CCC(C)CC1,-4,-1,-11,-2,-3,-2,3,-1,-4,7
CNS(=O)(=O)c1cc(NC(=O)CCNC(=O)c2ccco2)ccc1C,-3,2,-3,0,-2,1,3,1,5,2
COc1cccc(OC)c1OCCNCCO,-2,0,8,-1,7,-6,2,-2,-3,1
NC(=O)c1c(NC(=O)c2cccnc2Cl)sc2c1CCCC2,-1,-1,-6,1,6,-2,10,-3,6,-2
CCO/N=C1\C(=O)N(c2ccccc2)c2ccccc21,-3,6,19,-5,4,3,0,-3,4,7
COc1ccc(S(=O)(=O)Nc2nc3c(s2)C(=O)CC(C)(C)C3)cc1,-7,-2,0,3,-6,0,-10,-7,-6,1
CCOc1ccc(N(CC(=O)N2CCc3ccccc32)S(=O)(=O)c2c(C)noc2C)cc1,-5,1,14,2,5,-1,5,4,-18,6
NS(=O)(=O)c1cccc(NC(=O)CNC(=O)CC23CC4CC(CC(C4)C2)C3)c1,-9,0,17,2,-5,-5,2,0,-3,2
